p-CIP stab down = p/CIP protein destabilization; decrease of EGFP signal, % at 10 µM; F442A p/CIP-EGFP cells, EGFP fluorescence, 16 h; 290,000 compounds, 0.01% hits; Q05BA5;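 active = EGFP signal decrease of at least 30% at 10 µM or well 3 SD below plate mean, unless failing retest; inactive = the rest, including hits failing retest or dose response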; note: some compounds called inactive have numbers as strong as hits; many of its hits are not listed in these tables
IDE cell activ = activators of human insulin-degrading enzyme in cells | HEK cells, FAbeta-B cleavage, fluorescence polarization; 0% vehicle, 100% cell-free pure enzyme wells | activation, % at 5.96 µM | 340,000 compounds, 0.073% hits | AID 493087;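 active = activation above the mean of all tested compounds plus 3 SD, set per screening campaign, cut at about 17% in these data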
NALP1 inh = NALP1 inhibition. S. cerevisiae NALP1/ASC/caspase-1 growth, X-gal OD620, 72 h. inhibition, % at 10 µM. 280,000 compounds, 0.61% hits. AID 2071; in the data active = inhibition mostly above about 24%, no sharp cut-off; inactive = mostly below about 32%; note: some compounds called inactive have numbers as strong as hits
PfM18AAP inh = PfM18AAP enzyme inhibition. 290,000 compounds, 1.2% hits. recombinant PfM18AAP, H-Glu-NHMec fluorogenic cleavage. inhibition, % at 7.35 µM;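 active = inhibition above the campaign mean inhibition over all tested compounds plus 3 SD, cut at about 28% in these data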;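 note: 0% = plate median of test compound wells and 100% = 2 mM ZnCl2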
GPR7 antag = human neuropeptides B/W receptor 1 antagonism; GPR7-expressing cells, fluorescence antagonist assay; inhibition, % at 4.4 µM; 290,000 compounds, 1.1% hits; AID 1861; in the data active = inhibition above about 16%, passing the limit was not always enough;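 note: cells stimulated with the agonist NPW; 0% = agonist with vehicle and 100% = vehicle without agonist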
Target sequence (P48145 whole entry, looked up): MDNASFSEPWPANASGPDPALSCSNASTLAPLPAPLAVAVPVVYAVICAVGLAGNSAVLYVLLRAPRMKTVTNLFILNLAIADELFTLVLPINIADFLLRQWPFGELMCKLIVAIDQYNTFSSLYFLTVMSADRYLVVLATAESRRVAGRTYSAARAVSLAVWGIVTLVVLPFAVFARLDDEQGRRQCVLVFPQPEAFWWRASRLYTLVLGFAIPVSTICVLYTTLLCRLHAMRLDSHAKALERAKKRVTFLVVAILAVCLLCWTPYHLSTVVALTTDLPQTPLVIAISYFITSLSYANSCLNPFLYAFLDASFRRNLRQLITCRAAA
VIM-2 inhibitor = blocks Pseudomonas aeruginosa VIM-2 metallo-beta-lactamase. purified VIM-2, nitrocefin hydrolysis, epi-absorbance fluorescence. 290,000 compounds, 0.89% hits. inhibition, % at 5.6 µM;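 active = inhibition above the mean of all tested compounds plus 3 SD, cutoff set per screening run, cut at about 7.5% in these data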;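 note: red hydrolysis product quenches plate fluorescence so inhibitors raise well fluorescence; 0% = enzyme with DMSO and 100% = DMSO without enzyme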
PHOSPHO1 block = inhibitors of human PHOSPHO1 phosphatase; recombinant PHOSPHO1, absorbance phosphatase assay; inhibition, % at 13.3 µM; 290,000 compounds, 1.1% hits; in the data active = inhibition above about 60%
Target sequence (Q8TCT1 whole entry, looked up): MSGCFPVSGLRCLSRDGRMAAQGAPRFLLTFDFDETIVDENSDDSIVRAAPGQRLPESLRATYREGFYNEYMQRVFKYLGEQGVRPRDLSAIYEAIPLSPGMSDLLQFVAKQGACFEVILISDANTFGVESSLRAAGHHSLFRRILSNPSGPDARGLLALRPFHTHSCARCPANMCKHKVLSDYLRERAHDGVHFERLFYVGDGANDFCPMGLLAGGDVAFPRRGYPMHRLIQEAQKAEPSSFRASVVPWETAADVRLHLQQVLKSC
IMP-1 inhibitor = blocks Pseudomonas aeruginosa IMP-1 metallo-beta-lactamase; purified IMP-1, nitrocefin hydrolysis, epi-absorbance fluorescence; inhibition, % at 5.6 µM; 290,000 compounds, 0.45% hits;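 active = inhibition above the mean plus 3 SD of all compounds in the same screening run, cut at about 4.5% in these data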;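 note: 0% = IMP-1 with DMSO and 100% = DMSO wells lacking enzyme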
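System: purified IMP-1 / Input: IMP-1 dispensed at 0.2 nM / Medium: 50 mM HEPES pH 7.1, 50 µM ZnSO4, 0.05% Brij 35 / Timing: 15 min enzyme–compound preincubation, then 25 min nitrocefin reaction, 25 °C / Technique: plate fluorescence quenching by hydrolysis product, ex 480/em 530 nm / Repeats: singlicate testing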
IDE cell inh = inhibits human insulin-degrading enzyme in HEK cells. P14735. FAbetaB cleavage, fluorescence polarization. inhibition, % at 5.59 µM. 320,000 compounds, 0.41% hits. AID 434962;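 active = percent inhibition above the average of all tested compounds plus 3 SD, set per screening campaign, cut at about 16% in these data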;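 note: IDE supplied by intact live HEK cells; FP after avidin binding of uncleaved biotin substrate so inhibition keeps polarization high; 0% = DMSO wells and 100% = 60 µM reference IDE inhibitor Ii1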
The depositor's hits bear a star; x = no result given.

item	p-CIP stab down	IDE cell activ	NALP1 inh	PfM18AAP inh	GPR7 antag	VIM-2 inhibitor	PHOSPHO1 block	IMP-1 inhibitor	IDE cell inh	compound
1	-9	1	-5	-1	-11	-1.6	-9	0.7	3	COC(=O)C(Cc1ccccc1)NC(=O)CSc1nc(N)cc(=O)[nH]1 (centres undefined)
2	-2	-3	18	1	-6	-1.2	3	-1.1	1	CC(=O)Oc1ccc(C(=O)Nc2cc(NC(=O)c3ccc(OC(C)=O)cc3)cc(C(=O)NC(C)(C)C)c2)cc1
3	-1	2	-19	0	3	-3.0	38	-1.2	2	N/C(=N\OC(=O)c1ccc(Br)o1)c1ccccn1
4	-7	1	1	1	-7	-3.4	24	-3.6	1	Cc1ccc(-c2csc(NC(=O)N3CCOCC3)n2)cc1
5	-13	5	19	-1	10	-2.2	9	-3.2	0	COc1ccc(-c2cc(-c3ccccc3)nc(SCC(=O)Nc3nccs3)c2C#N)cc1
6	-6	8	8	-6	-8	-4.0	20	-5.5	8	Cn1nnnc1SCC(=O)Nc1ccccc1Cc1ccccc1
7	2	-1	-5	5	-5	-4.8	44	-4.0	4	CCOC(=O)c1c(NC(=O)C2C3C=CC(C3)C2C(=O)O)sc2c1CC(C)CC2 (centres undefined)
8	0	-5	8	4	-8	-4.8	7	-3.2	-2	O=C1NC2=C(C(=O)CCC2)C(c2ccccc2Cl)N1 (centres undefined)
9	-5	4	7	-7	-11	-3.8	26	-4.9	-2	N#C/C(=C(/O)COC(=O)CCCNC(=O)c1ccc(Cl)cc1)c1nc2ccccc2[nH]1
10	-28	2	-81	3	19	2.8	4	0.0	9	COc1ccc(Cn2nnnc2CN2CCOCC2)cc1

Copied from the listing (6 entries):
item	p-CIP stab down	IDE cell activ	NALP1 inh	PfM18AAP inh	GPR7 antag	VIM-2 inhibitor	PHOSPHO1 block	IMP-1 inhibitor	IDE cell inh	compound
2	-2	-3	18	1	-6	-1.2	3	-1.1	1	CC(=O)Oc1ccc(C(=O)Nc2cc(NC(=O)c3ccc(OC(C)=O)cc3)cc(C(=O)NC(C)(C)C)c2)cc1
3	-1	2	-19	0	3	-3.0	38	-1.2	2	N/C(=N\OC(=O)c1ccc(Br)o1)c1ccccn1
4	-7	1	1	1	-7	-3.4	24	-3.6	1	Cc1ccc(-c2csc(NC(=O)N3CCOCC3)n2)cc1
5	-13	5	19	-1	10	-2.2	9	-3.2	0	COc1ccc(-c2cc(-c3ccccc3)nc(SCC(=O)Nc3nccs3)c2C#N)cc1
6	-6	8	8	-6	-8	-4.0	20	-5.5	8	Cn1nnnc1SCC(=O)Nc1ccccc1Cc1ccccc1
7	2	-1	-5	5	-5	-4.8	44	-4.0	4	CCOC(=O)c1c(NC(=O)C2C3C=CC(C3)C2C(=O)O)sc2c1CC(C)CC2 (centres undefined)

Remaining list, next part
item	p-CIP stab down	IDE cell activ	NALP1 inh	PfM18AAP inh	GPR7 antag	VIM-2 inhibitor	PHOSPHO1 block	IMP-1 inhibitor	IDE cell inh	compound
11	-15	-2	-5	54*	-10	0.5	44	-1.0	2	CCc1nnc(N/N=C/c2c(C)[nH]c3ccccc23)n1N
12	-6	1	5	8	-22	-1.1	13	-1.9	2	COc1cccc(NC(=O)C2C(c3ccccc3)C2(Cl)Cl)c1 (centres undefined)
13	-10	7	-7	1	-6	-5.0	20	-2.8	1	CCCc1ccc(OCC(=O)Nc2cc(S(=O)(=O)CC)ccc2O)cc1
14	-7	-1	11	-9	-5	-0.5	25	1.7	-7	COc1ccc(CN(C)C(=O)CNC(=O)Cc2cccc3ccccc23)c(OC)c1OC
15	-24	3	2	9	8	-4.3	37	-3.2	2	O=C(CNCC1CCCO1)Nc1ccccc1N1CCCCCC1 (centres undefined)
16	-2	7	5	-14	-1	-1.6	-27	-2.9	-6	Cc1ccc(-n2c(C)cc(C(=O)COC(=O)C3=NNC(=O)CC3)c2C)cc1
17	-2	-4	8	-10	2	-0.5	24	-2.2	3	CSc1ccccc1OCc1cc(C(=O)NCCC2=CCCCC2)no1
18	-8	2	-20	-14	-3	-3.0	13	-2.7	5	Cc1cccc(N2C(=O)c3cccc4cccc(c34)C2=O)c1
19	-1	2	19	0	1	-2.1	12	0.5	3	Cc1ncc([N+](=O)[O-])n1CCOC(=O)Nc1ccc([N+](=O)[O-])cc1
20	-7	3	10	-11	4	1.8	18	0.4	-2	Cc1[nH]c2ccc(C(=O)N3CCN(c4ccccc4Cl)CC3)cc2c1C
21	-6	-1	23	4	-4	-1.9	-9	-4.4	-4	C=C(C)C1CC=C(C)/C(=N/NC(=O)c2cccc([N+](=O)[O-])c2)C1 (centres undefined)
22	-6	6	2	5	-1	-4.6	-24	-2.6	-3	c1ccc2c(NCC3CCCO3)nc(N3CCCCC3)nc2c1 (centres undefined)
23	3	6	12	-4	-7	-0.6	24	-0.5	-5	CCC1Oc2ccccc2N(CC(=O)NCCCN2CCCC2)C1=O (centres undefined)
24	5	4	8	0	-9	0.2	24	-2.7	3	COc1ccc(N(C(=O)/C=C/c2ccc(OC)c(OC)c2)C2=CC3CCC(C2)N3C)cc1 (centres undefined)
25	-8	0	21	2	-4	1.4	2	-1.9	-1	Cn1cc(C=C2C(=O)OC3(CCCCC3)OC2=O)c2ccccc21
26	4	9	46	1	-16	-0.6	-5	-0.8	-1	CCN(CC)c1ccc(/C=N/OC(C)C(=O)Nc2ccc(C)cc2)cc1 (centres undefined)
27	-12	3	22	3	-5	-1.9	-12	-1.8	1	Cc1cc(C(=O)CSc2nnnn2-c2ccccc2)c(C)n1-c1ccc2c(c1)OCO2
28	11	-2	15	3	-10	-2.8	5	-1.5	4	CN1CCN(NC(=O)c2cccc(S(=O)(=O)N3CCCCCC3)c2)CC1
29	0	1	4	4	-10	-2.3	11	-2.8	0	CCOc1ccc(NC(=O)CSc2nnc(NC(=O)C3CC3)s2)cc1
30	-9	1	x	7	-12	-3.2	0	-3.4	1	Nc1nnc(SCc2cc3c(cc2Cl)OCO3)s1

Quoted from the listing:
Value of `CCc1nnc(N/N=C/c2c(C)[nH]c3ccccc23)n1N` in IDE cell activ: -2
Value of `Cc1cc(C(=O)CSc2nnnn2-c2ccccc2)c(C)n1-c1ccc2c(c1)OCO2` in p-CIP stab down: -12
Value of `C=C(C)C1CC=C(C)/C(=N/NC(=O)c2cccc([N+](=O)[O-])c2)C1` (centres undefined) in PHOSPHO1 block: -9
Value of `O=C(CNCC1CCCO1)Nc1ccccc1N1CCCCCC1` (centres undefined) in IDE cell activ: 3
Value of `CCCc1ccc(OCC(=O)Nc2cc(S(=O)(=O)CC)ccc2O)cc1` in VIM-2 inhibitor: -5.0

Continued.
item	p-CIP stab down	IDE cell activ	NALP1 inh	PfM18AAP inh	GPR7 antag	VIM-2 inhibitor	PHOSPHO1 block	IMP-1 inhibitor	IDE cell inh	compound
31	-10	9	19	-8	-9	-1.9	12	-2.1	-5	CCC(C)(C)C1CCc2c(sc(NC(=O)c3ccccc3C(=O)O)c2C#N)C1 (centres undefined)
32	-10	0	-2	6	3	-0.6	7	-1.8	1	CN(C)CCOC(=O)Cc1ccc(Cl)cc1
33	0	-4	31	-1	9	-0.1	-1	-3.6	3	O=C(NCc1ccccc1)c1ccc(-c2ccccc2C(F)(F)F)o1
34	0	4	5	-1	-1	-2.2	3	-4.6	-3	COc1ccc(C(=O)OCC(=O)NC(=O)NC2CCCC2)c(OC)c1
35	-11	-2	x	-20	-18	2.0	8	2.4	2	Cc1cccc(N2C(N)=C(C#N)C(C#N)(C#N)C2c2ccccc2)c1 (centres undefined)
36	-8	2	14	-2	-7	-1.8	35	-0.3	7	CS(=O)(=O)N1CCn2c1nc1ccccc12
37	-1	3	23	2	-8	-0.1	9	-0.4	-1	O=C(NCCCN1CCCC1=O)c1ccc2c(c1)ncn2C1CCCCC1
38	-6	0	-6	5	-3	-3.1	-3	-4.1	5	Cn1cnnc1SCC(=O)NC(=O)NC1CCCC1
39	-1	1	13	7	-8	-3.2	-2	-1.1	1	O=C(NNS(=O)(=O)c1ccc(F)c(Cl)c1)c1cccc(S(=O)(=O)N2CCOCC2)c1
40	6	2	-13	2	-10	-0.2	20	-8.1	4	CC(NC(=O)c1ccc(NS(C)(=O)=O)cc1)c1ccccc1 (centres undefined)
41	5	4	14	-7	1	0.4	-3	0.6	-2	COc1ccc(/C=N/NC(=O)c2ccc3c(c2)OCCO3)cc1[N+](=O)[O-]
42	-11	2	26	0	-7	0.1	-6	-2.0	-5	Cc1ccc(C(C(=O)NCc2ccco2)N(C(=O)CNC(=O)c2cccs2)c2c(C)cc(C)cc2C)cc1 (centres undefined)
43	-3	8	18	4	-12	3.7	45	-2.9	-4	COc1ccc(Nc2nc(N3CCN(S(C)(=O)=O)CC3)nc3ccccc23)c(OC)c1
44	-7	1	-44	8	3	-0.5	36	-2.2	0	Cc1ccc(C(=O)Nc2ncc3c(Cl)cccc3n2)cc1
45	-10	-3	11	5	-9	-4.8	2	-5.4	0	O=C(NCc1ccccn1)c1cnc2sccn2c1=O
46	-6	-9	0	-11	-6	1.1	-1	-3.0	9	Cc1oc(CC(C)C)cc1C(=O)NCCCC(=O)O
47	-4	0	-12	-10	4	1.0	32	-3.0	2	O=C(CSc1nnc(NC(=O)C2CCC2)s1)Nc1ccc(N2CCOCC2)cc1
48	-11	8	25	-7	3	-1.5	4	-1.6	2	O=C(CNC(=O)C1CCCCC1)Nc1cc(Cl)cc(Cl)c1

This is a random part of the collection; any-hit rate near 5.3%.
